TrxR1 substrate: substrates of rat thioredoxin reductase 1 | O89049 | purified TrxR1 substrate turnover, NADPH consumption readout | Potency, µM (top dose mostly 114 µM), for inactives: at the top dose activity change, negative = substrate turnover | actives 0.01% (n = 390,000); further: potency means the concentration at half of the fitted maximal effect; on the % scale 0 is the no-effect control and ±100 the full control effect; nearly all actives have a fitted effect of over 50% in size
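Rat TrxR1, dispensed at 90 nM, was prereduced with 400 uM NADPH (final) for 5 min at ~22 deg C, then incubated with compound 15 min before 400 uM selenite. A first-read NADPH fluorescence drop versus no-compound background flagged substrates.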
Pin1 inh: blocks the human prolyl isomerase Pin1; AID 504891; Pin1 FP peptide displacement, HiFluor488, 10 min; actives 0.009% (n = 390,000); Potency, µM (doses to about 115 µM), for inactives: at the highest dose activity, negative = inhibition, hits mostly inhibitors; active means well fitted inhibition curve with a large enough effect in the polarisation, with a control signal flat, not every such curve was filed as active; inconclusive means small, poorly fitted or top-dose-only effect, or effect the other way, or a change in a side signal; inactive means no such curve, though single readings can be large or run the other way; the % refers to the polarisation; further: potency means the concentration at half of the fitted maximal effect; on the % scale 0 is the no-effect control and ±100 the full control effect
Tb PGK inh: inhibitors of T. brucei phosphoglycerate kinase | PGK/GAPDH coupled, Kinase-Glo luminescence, 60 min | P07378 | actives 0.043% (n = 380,000) | Potency, µM (top dose mostly 57.5 µM), inactives show at the highest dose activity change, negative = inhibition, hits mostly inhibitors; further: potency means the concentration at half of the fitted maximal effect; on the % scale 0 is the no-effect control and ±100 the full control effect; nearly all actives have a fitted effect of over 60% in size
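Recombinant glycosomal PGK reaction used 1,3-bisphosphoglycerate generated in-well by GAPDH (100nM final) in 100mM TEA pH 7.6, 5mM MgCl2, 0.01% Tween-20. After 60 minutes at room temperature, ATP was read by Kinase-Glo Plus luminescence end-point.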
USP1-UAF1 inh: inhibitors of human USP1/UAF1 deubiquitinase; Potency, µM (doses to about 57.1 µM), inactives show at the highest dose activity change, negative = inhibition, most hits filed as inhibitors; recombinant USP1/UAF1, Ub-Rhodamine cleavage fluorescence; AID 743255; actives 0.23% (n = 390,000); O94782; further: potency means the concentration at half of the fitted maximal effect; on the % scale 0 is the no-effect control and ±100 the full control effect; nearly all actives have a fitted effect of over 60% in size; inactives centre near -12
Target sequence (O94782 whole entry, looked up): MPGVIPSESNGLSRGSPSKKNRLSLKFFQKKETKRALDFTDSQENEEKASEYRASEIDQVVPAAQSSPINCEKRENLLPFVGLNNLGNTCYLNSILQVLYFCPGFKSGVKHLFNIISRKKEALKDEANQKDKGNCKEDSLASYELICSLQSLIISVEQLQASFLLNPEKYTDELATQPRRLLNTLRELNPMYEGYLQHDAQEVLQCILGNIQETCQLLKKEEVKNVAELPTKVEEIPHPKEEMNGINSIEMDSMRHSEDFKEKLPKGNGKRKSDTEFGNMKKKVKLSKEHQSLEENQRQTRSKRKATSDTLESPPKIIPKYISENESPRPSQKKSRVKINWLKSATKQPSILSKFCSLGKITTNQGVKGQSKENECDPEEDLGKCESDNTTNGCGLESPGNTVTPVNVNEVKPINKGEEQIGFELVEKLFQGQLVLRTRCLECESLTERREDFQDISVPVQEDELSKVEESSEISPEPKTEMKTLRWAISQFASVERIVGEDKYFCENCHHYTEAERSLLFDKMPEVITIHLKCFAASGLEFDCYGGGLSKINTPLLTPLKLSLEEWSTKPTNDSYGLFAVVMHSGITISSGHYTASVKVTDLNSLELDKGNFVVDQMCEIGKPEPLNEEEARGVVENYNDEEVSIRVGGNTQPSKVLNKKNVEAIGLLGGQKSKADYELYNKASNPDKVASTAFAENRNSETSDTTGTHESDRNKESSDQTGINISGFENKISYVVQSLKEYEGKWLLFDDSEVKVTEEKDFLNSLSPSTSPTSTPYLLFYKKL
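High-throughput fluorogenic screen: 1nM USP1/UAF1 complex, Ub-Rho substrate 150nM final, 50mM HEPES pH 7.8 with 0.5mM EDTA, 0.1 mg/ml BSA, 1mM TCEP and 0.01% Tween-20.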
TrxR1 inh: inhibitors of rat thioredoxin reductase 1; recombinant rTrxR1, NADPH fluorescence consumption, selenite substrate; Potency, µM (doses to about 114 µM), for the others: at the highest dose activity change, negative = inhibition, actives largely listed as inhibitors; actives 1% (n = 390,000); AID 588453; further: potency means the concentration at half of the fitted maximal effect; on the % scale 0 is the no-effect control and ±100 the full control effect; nearly all actives have a fitted effect of over 65% in size
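Rat TrxR1 (90 nM in the dispensed reagent) was pre-reduced with 400 uM NADPH for 5 min at room temperature, then incubated with compound for 15 min. After 400 uM selenite was added, NADPH fluorescence (Ex 340/Em 450 nm) was followed for 8 min.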
GLS inh: blocks human kidney-isoform glutaminase activity; GLS enzymatic activity, qHTS titration; Potency, µM (top dose mostly 45.5 µM), inactives show at the highest dose activity change, negative = inhibition, most hits filed as inhibitors; actives 0.21% (n = 410,000); further: potency means the concentration at half of the fitted maximal effect; on the % scale 0 is the no-effect control and ±100 the full control effect
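Assay buffer: 45 mM KH2PO4 pH 8.2, 0.02% Tween-20. hKGA acts on L-glutamine (1 mM solution added); product glutamate is reported by an oxidase/peroxidase Amplex Red coupling, with fluorescence taken at baseline and 30 min.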
PI4K2A block: PI4K2A (human) kinase inhibition; actives 0.13% (n = 420,000); activity change, negative = inhibition, % at 76.9 µM; AID 1346378; purified PI4K2A, ADP-Glo luminescence, 1 h; hits give low values; in the data active means activity change below about -50%; inconclusive means mostly about -30% to -49%;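 further: -100% = wells without enzyme as full effect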
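ADP-Glo luminescence measured ADP generated by PI4K2A enzyme (4 ug/mL before mixing) with 1.2 mM PI substrate (pre-mix) and 300 microM ATP (pre-mix). Tris pH7.5 buffer with MgCl2, Triton X-100; 1 h reaction at ambient temperature.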
IDH1 R132H inh: human IDH1 R132H inhibition | AID 602179 | Potency, µM (titrated, usually from 76.6 µM), for inactives: at the top dose activity change, negative = inhibition, actives largely listed as inhibitors | IDH1-R132H enzyme, NADPH consumption, diaphorase/resazurin fluorescence | actives 0.093% (n = 390,000) | O75874; further: potency means the concentration at half of the fitted maximal effect; on the % scale 0 is the no-effect control and ±100 the full control effect; nearly all actives have a fitted effect of over 65% in size
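IDH1-R132H (0.5 ug/mL) preincubated 30 min with compound, then NADPH (0.016 mM) and alpha-KG (2 mM) added; 80 min at RT, pH 7.5. Remaining NADPH coupled via diaphorase/resazurin to fluorescence (540/590 nm); concentration-response curves normalized to no-enzyme control.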
HP1b chromo inh: HP1-beta chromodomain-methylated histone interaction inhibition; P83916; AlphaScreen HP1-beta / biotin-H3K9me3 peptide binding; Potency, µM (highest dose often 114 µM), inactives show top-dose activity change, negative = inhibition, actives largely listed as inhibitors; actives 0.56% (n = 390,000); AID 540317; further: potency means the concentration at half of the fitted maximal effect; nearly all actives have a fitted effect of over 70% in size; inactives centre near 23
Target sequence (P83916 whole entry, looked up): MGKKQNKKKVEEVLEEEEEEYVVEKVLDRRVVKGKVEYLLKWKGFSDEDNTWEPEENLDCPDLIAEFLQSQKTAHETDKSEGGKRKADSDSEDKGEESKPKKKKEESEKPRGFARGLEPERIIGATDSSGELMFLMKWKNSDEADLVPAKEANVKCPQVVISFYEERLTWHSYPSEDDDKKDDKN
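HP1-beta protein (50 nM final) preincubated 30 min at room temperature with biotinylated H3(1-18)K9me3 peptide (50 nM) in PBS pH 7.4, 0.01% Tween-20, then compound added for 30 min. AlphaScreen streptavidin donor/nickel chelate acceptor beads (10 ug/mL final), 30 min dark, luminescence read.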
Active calls of the source: *; i = inactive; ? = inconclusive; nt = not tested or not shown; [ ] = dose if it differs, or a comment. Unless noted, the call rests on the fitted dose curve; in most records, active means well fitted curve in the direction sought with a large enough effect; inconclusive means small, poorly fitted or top-dose-only effect, or another doubt; inactive means no such curve, though single readings can be large; an effect the other way counts as inactive or inconclusive.

molecule,TrxR1 substrate,Pin1 inh,Tb PGK inh,USP1-UAF1 inh,TrxR1 inh,GLS inh,PI4K2A block,IDH1 R132H inh,HP1b chromo inh
O=C(/C=C/c1ccc2c(c1)OCO2)Nc1cccnc1,10%,2%,-11%,-1%,0%,-2%,-5,-7%,24%
Brc1ccccc1-c1nnc(COc2ncnc3c2cnn3-c2ccccc2)o1,5%[57.1 µM],12%,1%,-6%,7%[57.1 µM],1%,-4,2%,29%
Cc1cccc(Oc2ccccc2NS(=O)(=O)c2ccc(CCC(=O)O)cc2)c1,-2%,-3%,-7%,-14%,-3%,-38%,-1,-7%,15%
CN(C)c1nc(C=C(C#N)C#N)c(Cl)n1-c1ccc(F)cc1,-9%,-7%,-12%,-22%,4.5µM*,-6%,1,5%,16%
ON=Cc1ccnc2ccccc12,nt,nt,8%,-6%,nt,11%,11,6%,nt
S=C(NCCCN1CCOCC1)Nc1cccc(-c2nnc3n2CCCCC3)c1,-1%[57.1 µM],-2%,7%,2%,-9%[57.1 µM],1%,0,9%,30%
O=C1CC(N2CCN(c3ccc(Cl)c(Cl)c3)CC2)C(=O)N1 (centres undefined),-2%,-1%,-7%,-15%,8%,4%,9,-1%,29%
CCOCCCn1c(SCC(=O)Nc2ccccc2OC)nc2c(oc3ccccc32)c1=O,-11%,22%,-7%,-18%,-4%,0%,-2,5%,21%
Cc1ccc(-c2nnn(C/C(N)=N/O)n2)cc1,-1%,0%,-3%,-17%,12%,11%,1,-3%,33%
COc1cc([C@@H]2CC=C(C(=O)O)[C@H](c3ccc(C)cc3)N2S(=O)(=O)c2ccc(C)cc2)cc(OC)c1OC,0%,-1%,-8%,-28%,13%,2%,0,17%,51%[activator]
COc1cc(OC)c(NC(=O)N2CCc3cc(S(=O)(=O)N4CCC(C)CC4)ccc32)cc1Cl,11%,-8%,nt,-10%,13%,-13%,6,nt,5%
CCOC(=O)c1sc(Nc2ccc(F)cc2)nc1C,-1%,1%,-3%,-6%,-1%,3%,1,-7%,7%
Cc1ccc(C(=O)Nc2nc3ccccc3s2)s1,2%,10%,-9%,-6%,12%,4%,-1,3%,17%
Cc1cccc(C(=O)c2cn[nH]c2-c2ccc(C)cc2O)c1,8%[2.29 µM],-2%,11%,-11%,18%[57.1 µM],-8%,1,0%,49%[activator]
Cc1ccc2cc(C(=O)O)c(C)nc2c1,4%,-1%,2%,-17%,16%[57.1 µM],-4%,5,9%,33%
COC(=O)C1=C(N)Oc2cc(C)n(Cc3ccncc3)c(=O)c2C1c1cccnc1 (centres undefined),-3%,2%,-5%,-4%,-4%,3%,-3,4%,26%
COc1cccc(NC(=O)c2cc(=O)c3ccccc3o2)c1,0%,0%,-4%,-13%,25%,-3%,2,-7%,43%[activator]
COc1ccc(C(=O)COC(=O)CNC(=O)C2CCCCC2)c(OC)c1,-3%,1%,-5%,-11%,-11%,-3%,-24,6%,13%
O=C(NCCc1ccc(Cl)cc1)c1cccn1-c1nnc(N2CCCC2)s1,-3%[57.1 µM],-3%,i,-9%,7%[57.1 µM],0%,-4,0%,25%
O=C(c1ccco1)N1CCN(C(=O)C2CC(c3ccc(Cl)c(Cl)c3)=NO2)CC1 (centres undefined),-9%,6%,-5%,1%,-5%,9%,2,7%,14%
COC(=O)CCCC1=CC2=CC(=O)C(C)(OC(=O)c3cccs3)C(=O)C2=CN1CCN1CCOCC1 (centres undefined),?,1%,2%,?,-35%,0%,-6,-5%[38.3 µM],14%
CCOC(=O)COC(=O)c1ccc(Oc2cc(C)nc(SC)n2)cc1,-4%,5%,9%,-2%,4%,8%,0,-1%,54%[activator]
Cc1cc(C)c(NC(=O)CCCOC(=O)C2=COCCO2)c(C)c1,-8%,-2%,0%,-17%,-3%,1%,-8,14%,35%
Cc1ccnc(NC(=O)CCNC(=O)c2ccccc2Cl)c1,3%,1%,-1%,-10%,9%,19%,0,0%,48%[activator]
COC(=O)c1ccc(OC)c(CSc2nnc(COc3cccc(C)c3)o2)c1,-5%,3%,5%,-24%,10%,3%,-2,2%,72%
COCCOC(=O)c1c(NC(=O)CNc2ccc(C)c(F)c2)sc(C(N)=O)c1C,0%,?,0%,2%,7%,4%,1,4%,-20%
COc1ccc(/C=C/C(=O)N(CC(C)C)CC(C)C)cc1Br,-4%,5%,-5%,-17%,5%,14%,-5,4%,45%[activator]
CN1CCC(N2CCN(c3cccc(C(F)(F)F)c3)CC2)CC1,8%,1%,nt,-12%,14%,13%,-6,-15%,21%
CCOc1ccc(C2C(=O)N(C3CCCCC3)CC(=O)N2CCc2ccccc2)cc1OC (centres undefined),-9%[57.1 µM],7%,i,-3%,-13%[57.1 µM],4%,-5,43%[activator],19%
CC(C)(C)N(Cc1ccccc1)C(=O)COC(=O)CSc1ccc([N+](=O)[O-])cc1,-9%,3%,i,-12%,-7%,4%,-2,6%,-9%
Cc1ccc(N2C(=O)c3ccccc3NC2c2ccccc2O)cc1 (centres undefined),3%[57.1 µM],7%,-4%,-19%,1%[57.1 µM],3%,6,-4%,32%
CN(C)/C=N/c1c(C#N)cnn1-c1ncnc2sc(-c3ccccc3)cc12,45%[activator],9%,7%,-5%,37%[activator],9%,4,0%,51%[activator]
COc1ccc2cc(C(=O)C3CCCN(C(=O)c4snnc4C)C3)ccc2c1 (centres undefined),59%[activator],-6%,-5%,-18%,?,0%,2,-7%,19%
CCOc1ccc(-c2cc(NC(=O)c3c(F)cccc3F)c(C(=O)O)s2)cc1,8%[57.1 µM],?,-17%,-18%,12%[57.1 µM],6%,-1,1%,?
O=C1NC(c2ccccc2)=CC(c2ccccc2O)N1 (centres undefined),7%[57.1 µM],1%,3%,-16%,11%[57.1 µM],6%,-3,4%,43%[activator]
CCCCN(CC)S(=O)(=O)c1ccc2c(c1)n(C)c(=O)c(=O)n2C,6%,-5%,6%,-2%,10%,-3%,0,3%,5%[57 µM]
Cc1nn(Cc2c(Cl)cccc2Cl)c(C)c1NC(=O)CCCn1nc([N+](=O)[O-])c(Cl)c1C,-13%,2%,-2%,-4%,-13%,1%,-1,2%,11%
CC1CCCCN1C(=O)COC(=O)c1ccc(=O)n(Cc2ccccc2)n1 (centres undefined),-9%,-6%,-9%,-9%,-4%,-3%,-3,-10%,12%
NC(=O)C1CCN(C(=O)CCC(=O)c2cccs2)CC1,2%,-2%,-1%,2%,17%,-17%,10,-1%,23%
COc1ccccc1-n1nnnc1SCC(=O)NCC1(N2CCOCC2)CCCCC1,-2%,-2%,-4%,-1%,-1%,9%,2,-3%,14%

As a short view, two of the compounds above.
molecule,TrxR1 substrate,Pin1 inh,Tb PGK inh,USP1-UAF1 inh,TrxR1 inh,GLS inh,PI4K2A block,IDH1 R132H inh,HP1b chromo inh
CC1CCCCN1C(=O)COC(=O)c1ccc(=O)n(Cc2ccccc2)n1 (centres undefined),-9%,-6%,-9%,-9%,-4%,-3%,-3,-10%,12%
NC(=O)C1CCN(C(=O)CCC(=O)c2cccs2)CC1,2%,-2%,-1%,2%,17%,-17%,10,-1%,23%

Continuation.
molecule,TrxR1 substrate,Pin1 inh,Tb PGK inh,USP1-UAF1 inh,TrxR1 inh,GLS inh,PI4K2A block,IDH1 R132H inh,HP1b chromo inh
O=C(Nc1ccccc1)C1C2/C=C\CCCCC21 (centres undefined),2%,-2%,nt,-14%,33%[activator],6%,-2,-3%,11%
O=C(Nc1ccnn1C1CCN(CCCc2ccccc2)CC1)c1cccc(F)c1,3%,-5%,-7%,-1%,10%,1%,-1,5%,5%
COc1cc(/C=C(\C#N)c2nc3ccccc3[nH]2)cc(Br)c1OCc1ccc(F)cc1,7%,31%[activator],-7%,-1%,17%,8%,3,-1%,44%[activator]
COc1ccc2ccccc2c1/C=N\NC(=O)c1ccc(C)s1,0%,7%,-4%,-26%,13%,-5%,-10,17%,52%[activator]
CC1CCN(S(=O)(=O)c2ccc(NC(=O)CN3CCCCCC3)cc2)CC1,2%,4%,i,-9%,15%,0%,-1,9%,31%[activator]
O=C(CS(=O)(=O)c1cn(CC(=O)N2CCCC2)c2ccccc12)Nc1ccccc1,-10%,?,-6%,0%,?,-2%,3,3%,35%
COc1ccc(CN2CCNC(=O)C2CC(=O)NCCCC2CCCC2)c(F)c1 (centres undefined),-10%,16%,i,-7%,-31%,3%,5,8%,35%
Cn1nc(C(=O)NCc2cccnc2)c2ccccc2c1=O,5%,0%,3%,-5%,1%,-1%,-5,3%,30%

An excerpt, so the mix of outcomes need not match the whole.
